# Screening data deposited in PubChem BioAssay by National Center for Advancing Translational Sciences (NCATS).
# PKM2 act = increases activity of human pyruvate kinase M2. P14618. purified PKM2, Kinase-Glo ATP luminescence, activation; response scale: 0% is enzyme alone, no compound. Potency, µM (titrated, usually from 57.5 µM), without a hit: at the highest dose activation, hits mostly activators. 260,000 tested, 0.34% active; also: potency is read from the fitted curve at half-maximal effect; % is scaled to controls: 0 for no effect and ±100 for the full control effect; nearly all actives have a fitted effect of over 55% in size
#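 Purified hPK-M2 (>95%) run at intermediate activity with 0.1 mM ADP and 0.5 mM PEP in 50 mM imidazole pH 7.2, KCl, MgCl2; 1 h room temperature. ATP formed read by Kinase-Glo luminescence; normalized to uninhibited and no-enzyme controls.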
# Giardia killer = Giardia lamblia killing; activity change, % at 7.66 µM, hits read low; Giardia lamblia trophozoite viability; 340,000 tested, 0.15% active; in the data active = activity change below about -80%; inconclusive = between about -30% and that limit;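 also: parasites exposed to compound for two days anaerobically before the ATP read; % is scaled to controls: 0 for no effect and ±100 for the full control effect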
#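 Luminescence from cellular ATP indicates surviving trophozoites (100 cells/well) following 48 hrs anaerobic compound treatment at 37 deg C; signal develops 15-30 min at room temperature.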
# p53 reactivator = restores transcriptional activity of mutant p53; H1299 p53-A138V BP100-luciferase reporter, luminescence, 24 h; 320,000 tested, 0.063% active; AID 504706; Potency, µM (titrated, usually from 92.2 µM), for inactives: at the top dose activity change, positive = activation, usual class: activators; also: potency is read from the fitted curve at half-maximal effect; % of control where 0% means no effect; nearly all actives have a fitted effect of over 45% in size
#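 H1299 (p53-null), stable ts p53-A138V + BP100-Luc; 1000 cells/well, Opti-MEM/10% FBS; cpd 4 pt, 1:5; 24 h, 37 deg C, 5% CO2; detection reagent 10 min RT; luminescence.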
# FLuc counter = inhibits or activates purified firefly luciferase, miR-21 counter-screen | purified FLuc, Km substrates, luminescence inhibition | Potency, µM (doses to about 57.5 µM), without a hit: at the highest dose activity change, negative = inhibition, usual class: inhibitors | 360,000 tested, 6.9% active | AID 588342;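 also: potency is read from the fitted curve at half-maximal effect; plate controls were vehicle for no effect and reference inhibitor for full effect; nearly all actives have a fitted effect of over 55% in size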
#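 Purified P. pyralis luciferase, 10 nM final, with Km-level 10 uM D-luciferin and 10 uM ATP in 50 mM Tris acetate pH 7.5, 10 mM Mg acetate, 0.01% Tween-20, 0.05% BSA; 6-point qHTS titration about 60 µM downward; luminescence read.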
# Gal4-VP16 FLuc = Gal4-VP16 reporter inhibition counter-screen. Drosophila S2 Gal4-VP16 UAS-luciferase, luminescence, 20 h. Potency, µM (top dose mostly 53.6 µM), without a hit: top-dose activity, negative = inhibition, most hits filed as inhibitors. 310,000 tested, 3.5% active. AID 2546;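 also: Gal4-VP16 expression switched on by copper sulfate through the metallothionein promoter; potency is read from the fitted curve at half-maximal effect; % is scaled to controls: 0 for no effect and ±100 for the full control effect; nearly all actives have a fitted effect of over 50% in size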
# ELG1 genotoxic = genotoxicity induction in ELG1-luciferase HEK293T cells; HEK293T ELG1-luciferase reporter, luminescence, 16 h; Potency, µM (series often up to 46 µM), without a hit: at the top dose activity change, positive = activation, most hits filed as activators; 330,000 tested, 1.3% active; AID 504466; also: potency is read from the fitted curve at half-maximal effect; % of control where 0% means no effect; nearly all actives have a fitted effect of over 60% in size
#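 ELG1-luciferase HEK293T cells, 2,000/well; compound pinned in; 16 hr, 37 °C, 5% CO2; ONE-Glo, 30 min RT; luminescence on CCD imager.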
# RORgamma inh = ROR gamma (mouse) transcription inhibition; Drosophila S2 Gal4-RORgamma UAS-luciferase reporter, 20 h; Potency, µM (titrated, usually from 53.6 µM), for the others: top-dose activity change, negative = inhibition, usual class: inhibitors; 310,000 tested, 5.4% active; AID 2551; also: potency is read from the fitted curve at half-maximal effect; % is scaled to controls: 0 for no effect and ±100 for the full control effect; nearly all actives have a fitted effect of over 60% in size
#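 A Gal4/UAS one-hybrid system in insect cells: metallothionein-promoter Gal4–ROR gamma fusion plus Photinus luciferase reporter. Copper sulfate 700 uM final, 20 hr ambient incubation, luminescent detection after 10 min with reagent.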
# NPC1 promoter act = activators of NPC1 promoter; Huh7 NPC1 promoter luciferase reporter, 24 h; Potency, µM (highest dose often 9.22 µM), inactives show at the highest dose activation, most hits filed as activators; 320,000 tested, 2.4% active; AID 485313;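 also: potency is read from the fitted curve at half-maximal effect; % of control where 0% means no effect; nearly all actives have a fitted effect of over 60% in size; reporter is driven by a mutant NPC1 promoter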
#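 Readout is luciferase luminescence, reflecting NPC1 promoter activation in stably transfected Huh7 cells after 24 h compound exposure at 37 °C in reduced-serum medium with 10% FBS.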
# Rab9 prom act = activators of Rab9 promoter; Huh7 Rab9 promoter-luciferase reporter, luminescence, 24 h; Potency, µM (highest dose often 9.22 µM), for inactives: at the highest dose activation, negative = inhibition, hits mostly activators; 320,000 tested, 2.8% active; AID 485297; also: potency is read from the fitted curve at half-maximal effect; % of control where 0% means no effect; nearly all actives have a fitted effect of over 60% in size
#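 Huh7 reporter line, Rab9 promoter upstream of luciferase. Compound exposure 24 h at 37 °C in reduced-serum medium with 10% FBS. Read-out: luminescence.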
# Menin MLL FP TR = displaces Texas Red mutant MLL peptide from human menin; Menin + Texas Red MLL mutant peptide, fluorescence polarization; Potency, µM (top dose mostly 61.6 µM), for the others: at the highest dose FP activity change, negative = inhibition, most hits filed as inhibitors; 270,000 tested, 0.23% active; active = well fitted inhibition curve with a large enough effect in the polarisation, with a control signal flat, not every such curve was filed as active; inconclusive = small, poorly fitted or top-dose-only effect, or effect the other way, or a change in a side signal; inactive = no such curve, though single readings can be large or run the other way; the % refers to the polarisation; also: potency is read from the fitted curve at half-maximal effect; % of control where 0% means no effect; many of its hits are not listed in these tables
# Target sequence (O00255 whole entry, looked up): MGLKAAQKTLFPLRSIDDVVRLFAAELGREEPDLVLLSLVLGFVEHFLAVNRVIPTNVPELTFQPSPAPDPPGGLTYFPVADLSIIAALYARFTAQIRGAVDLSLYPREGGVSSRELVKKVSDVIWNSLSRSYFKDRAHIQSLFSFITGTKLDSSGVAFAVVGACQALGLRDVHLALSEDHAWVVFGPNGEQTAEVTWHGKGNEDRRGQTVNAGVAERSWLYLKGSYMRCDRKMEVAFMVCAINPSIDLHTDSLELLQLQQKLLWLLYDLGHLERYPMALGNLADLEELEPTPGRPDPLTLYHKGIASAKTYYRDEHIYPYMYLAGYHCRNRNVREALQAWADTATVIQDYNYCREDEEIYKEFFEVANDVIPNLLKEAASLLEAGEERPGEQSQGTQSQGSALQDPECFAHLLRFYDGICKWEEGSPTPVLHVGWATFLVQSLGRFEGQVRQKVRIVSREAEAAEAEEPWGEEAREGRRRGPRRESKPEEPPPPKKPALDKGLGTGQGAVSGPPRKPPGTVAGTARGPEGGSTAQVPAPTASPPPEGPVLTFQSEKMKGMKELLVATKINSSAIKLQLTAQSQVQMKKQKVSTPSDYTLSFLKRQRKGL
# BRCA1 expr act = BRCA1 expression activation; AID 624202; 380,000 tested, 1.1% active; MCF7-BRCA1-FFLuc reporter, luminescence, 48 h; response scale: scaled: vehicle 0%, 10 µM genistein 100%; Potency, µM (top dose mostly 46.1 µM), without a hit: at the top dose activation, most hits filed as activators; also: potency is read from the fitted curve at half-maximal effect; nearly all actives have a fitted effect of over 80% in size; some results filed as inactive show a strong effect at the top dose
#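 Activators of BRCA1 expression were detected as increased firefly luciferase luminescence in engineered MCF7 cells after 48 h compound incubation. Signals were scaled to genistein 10 microM as full activation.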
# The depositor's hits bear a star; ? = inconclusive; . = not tested or not shown; [ ] = another dose, or the depositor's remark. Unless noted, calls follow the shape of the dose curve; as a rule, active = well fitted curve in the direction sought with a large enough effect; inconclusive = small, poorly fitted or top-dose-only effect, or another doubt; inactive = no such curve, though single readings can be large; an effect the other way counts as inactive or inconclusive.
SMILES,PKM2 act,Giardia killer,p53 reactivator,FLuc counter,Gal4-VP16 FLuc,ELG1 genotoxic,RORgamma inh,NPC1 promoter act,Rab9 prom act,Menin MLL FP TR,BRCA1 expr act
COc1ccc(CNC(=S)NC2CCCCC2)cc1,-1%,?,-3%,-5%,13µM*,0%,7.1µM*,-2%,5%,13%,8%
CCc1nccn1CCC(=O)NC1CC(C)(C)Cc2c1cnn2-c1ccc(OC)cc1 (centres undefined),.,-1,-8%,1%,-5%,1%,-4%,0%,3%,0%,6%
CCOC(=O)C1=C(C)Nc2ccccc2N=C1NC(=O)C(c1ccccc1)c1ccccc1,0%,1,-4%,-1%,1%,-11%,17%,1%,-3%,-2%,-24%
O=C(c1cc(COc2ccc(F)c(F)c2)on1)N1CCSCC1,-6%,-5,17%,17µM*,21%,?,29%,?,?,.,?
Cc1ccc(-c2c(C)sc(=NC(=O)c3ccco3)n2C)cc1,2%,-21,?,0.95µM*,-15%,17%,16%,1.6µM*,2.5µM*,?,?
COc1ccc(-c2noc(CN3CCN(C(=O)c4cccs4)CC3)n2)c(OC)c1OC,.,1,3%,4%,2%,3%,-15%,1%,0%,.,-2%
CCCc1cc(=O)[nH]c(SCC(=O)c2c(N)n(C3CC3)c(=O)[nH]c2=O)n1,.,-12,0%,0%,.,-8%,.,-1%,-2%,.,-54%
Cc1cc(C(=O)OC(C(=O)Nc2cccc(C(F)(F)F)c2)c2ccccc2)c(C)o1 (centres undefined),-2%,7,?,0%,?,-7%,29%,0%,-3%,7%,-58%
COC(=O)c1ccc(OCCOc2ccccc2C)cc1,1%[11.5 µM],-20,0%,?,9%,3%,7%,2%,10%,-3%,0%
COC(=O)Cn1cc(C#N)c2ccccc21,8%,-19,-6%,1%,5%,2%,-30%,-1%,-1%,-5%,2%
CC(=O)N1N=C(c2ccc(C)cc2)OC1c1cccnc1 (centres undefined),10%,-11,7%,-6%,?,7%,27%,1%,3%,3%,61%
CN(c1nc2c(c(=O)n(C)c(=O)n2C)n1CC(=O)c1ccccc1)C1CCCCC1,1%,-4,2%,-2%,1%,-11%,23%,-4%,8%,-15%,-14%
CC(=O)c1ccc(NC(=O)COC(=O)CCc2ccc(S(=O)(=O)N3CCOCC3)cc2)cc1,2%,-15,-2%,-1%,-2%,1%,29%,-2%,-2%,.,1%
CCOc1ccc(C(=O)NC2C(=O)N3C(C(=O)O)=C(COC(C)=O)CSC23)cc1OCC (centres undefined),.,-10,0%,8%,.,2%,.,-1%,1%,.,-15%
COc1ccccc1-c1ccc(/C=C2/C=C(CC(C)C)OC2=O)o1,?,-17,15%,?,1%,-1%,-1%,-2%,0%,10%,30%
COc1cnn(-c2ccc(C)cc2)c(=O)c1Cl,0%,5,16%,-15%,-15%,1%,6%,21%,?,6%,?
Cc1ccc(C(=O)OCC(=O)NC2CCCCC2)cc1S(=O)(=O)N1CCCCC1,.,3,1%,0%,.,0%,.,-6%,-3%,.,-14%
Cc1ccc(C(=O)O)cc1-c1ccc(/C=C2\SC(=O)N(CC(=O)Nc3ccc4c(c3)OCO4)C2=O)o1,.,-2,3%,-15%,-2%,0%,-20%,-3%,-1%,.,-9%
CCC1CCCCN1C(=O)c1c(-c2ccccc2)noc1C (centres undefined),-1%,9,-5%,4%,-10%,-2%,-8%,-11%,1%,-6%,-21%
O=C1N(Cc2cccnc2)C[C@@H]2C[C@@H](c3cccc(OC4CCCC4)c3)N3CCC[C@@]123,-11%,2,-4%,-6%,0%,-6%,14%,1%,-3%,-20%,-9%
CCCCN1C(=O)C2C(c3ccc(OC)cc3O)NC(CC(C)C)(C(=O)O)C2C1=O (centres undefined),-2%,6,7%,0%,1%,2%,-1%,-1%,-3%,-4%,1%
COCCn1c(C)cc(/C=N/NC(=O)c2cccnc2)c1C,-12%,8,0%,?,-4%,12%,1%,17%,28%,-26%,21%
O=C(NCCc1ccccc1)C(=O)NCCC1CCCCN1S(=O)(=O)c1ccccc1 (centres undefined),.,-15,1%,-2%,.,-3%,.,-2%,-7%,.,-34%
Cc1ccc(NC(=O)CNC(=O)c2cccs2)cc1S(=O)(=O)Nc1ccc(Cl)cc1,-1%,-25,10%,4%,-9%,7%,?,-2%,9%,2%,-27%
COc1ccc(C(=O)Nc2cc(C)nn2-c2cccc(F)c2)cc1OC,.,-3,-4%,2%,2%,3%,3%,0%,2%,-24%,13%
Oc1ccccc1N1CCN(c2ncnc3scc(-c4ccccc4)c23)CC1,10%,-4,-3%,4%,-3%,-23%,90%,-2%,-6%,?,-64%[inhibitor]
Cc1cc(C(=O)NNS(=O)(=O)c2cccc(Cl)c2)nn1C(C)(C)C,2%,?,-5%,2%,-10%,0%,11%,-4%,-3%,.,-36%
Cc1ccc2nc(SCC(=O)Nc3ccc4c(c3)OCO4)nc(=O)n2c1,.,-5,5%,0%,.,2%,.,3%,2%,.,0%
CN(C(=O)c1ccccn1)c1nnc(-c2cccnc2)s1,-17%,10,?,?,?,-2%,-1%,9%,8%,3%,19%
CC(C)(C)n1nnnc1C(c1cccnc1)N1CCN(C2CCCCC2)CC1 (centres undefined),-1%,-7,-6%,1%,-1%,-2%,-23%,-2%,14%,-13%,-2%

# Some entries already given with just Menin MLL FP TR and Rab9 prom act:
compound | Menin MLL FP TR | Rab9 prom act
Cc1ccc(C(=O)O)cc1-c1ccc(/C=C2\SC(=O)N(CC(=O)Nc3ccc4c(c3)OCO4)C2=O)o1 | . | -1%
CCC1CCCCN1C(=O)c1c(-c2ccccc2)noc1C (centres undefined) | -6% | 1%
O=C1N(Cc2cccnc2)C[C@@H]2C[C@@H](c3cccc(OC4CCCC4)c3)N3CCC[C@@]123 | -20% | -3%
CCCCN1C(=O)C2C(c3ccc(OC)cc3O)NC(CC(C)C)(C(=O)O)C2C1=O (centres undefined) | -4% | -3%
COCCn1c(C)cc(/C=N/NC(=O)c2cccnc2)c1C | -26% | 28%

# (next part)
SMILES,PKM2 act,Giardia killer,p53 reactivator,FLuc counter,Gal4-VP16 FLuc,ELG1 genotoxic,RORgamma inh,NPC1 promoter act,Rab9 prom act,Menin MLL FP TR,BRCA1 expr act
Cc1ccc2nc(NC(=S)NC(=O)c3cccs3)sc2c1,-1%,?,20%,1.1µM*,3.2µM*,?,1.1µM*,3.5µM*,1.1µM*,?,49%
CCOC(=O)c1[nH]ncc1CN1CCCC(C(=O)c2ccc(C(C)(C)C)cc2)C1 (centres undefined),0%,-2,1%,-1%,-12%,-3%,-4%,-3%,-5%,4%,0%
Cc1cc(F)ccc1S(=O)(=O)N1CCCOC1CNC(=O)C(=O)NCCc1ccccc1 (centres undefined),-4%,-12,-10%,4%,7%,-1%,-18%,2%,-50%[inhibitor],.,-1%
C/C(=N/NC(=O)CNC(=O)c1cccc(F)c1)c1ccc2c(c1)CCCC2,0%,8,1%,-8%,-4%,-1%,12%,-1%,-2%,6%,-12%
CCOc1ccccc1NC(=O)CCS(=O)(=O)c1cccc2nonc12,1%,0,-2%,4%[2.3 µM],11%,-2%,21%,1%,2%,-28%,-23%

# Record cards (already shown).
# Shown for Cc1ccc2nc(NC(=S)NC(=O)c3cccs3)sc2c1 : PKM2 act: -1%; Giardia killer: ?; p53 reactivator: 20%; FLuc counter: 1.1µM*; Gal4-VP16 FLuc: 3.2µM*; ELG1 genotoxic: ?; RORgamma inh: 1.1µM*; NPC1 promoter act: 3.5µM*; Rab9 prom act: 1.1µM*; Menin MLL FP TR: ?; BRCA1 expr act: 49%
# Shown for Cc1cc(F)ccc1S(=O)(=O)N1CCCOC1CNC(=O)C(=O)NCCc1ccccc1 (centres undefined) : PKM2 act: -4%; Giardia killer: -12; p53 reactivator: -10%; FLuc counter: 4%; Gal4-VP16 FLuc: 7%; ELG1 genotoxic: -1%; RORgamma inh: -18%; NPC1 promoter act: 2%; Rab9 prom act: -50%[inhibitor]; Menin MLL FP TR: .; BRCA1 expr act: -1%

# The list is partial; count on the stated rates, not on these rows.
